# Bioassay records deposited in PubChem by The Scripps Research Institute Molecular Screening Center.
# CHRM4 agonist: agonists of human muscarinic M4 receptor (CHRM4); 0.14% of 360,000 active; CHO-K1 hM4/Gqi5, Fluo-8 calcium fluorescence; vehicle 0%, full acetylcholine response 100%; activation, % at 3 µM;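 active = activation above the run mean over all test wells plus 3 SD, cut at about 32% in these data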;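 also: peak over basal fluorescence ratio per well then scaled between controls; 0% = DMSO wells and 100% = acetylcholine at EC100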
# Target sequence (P08173 whole entry, looked up): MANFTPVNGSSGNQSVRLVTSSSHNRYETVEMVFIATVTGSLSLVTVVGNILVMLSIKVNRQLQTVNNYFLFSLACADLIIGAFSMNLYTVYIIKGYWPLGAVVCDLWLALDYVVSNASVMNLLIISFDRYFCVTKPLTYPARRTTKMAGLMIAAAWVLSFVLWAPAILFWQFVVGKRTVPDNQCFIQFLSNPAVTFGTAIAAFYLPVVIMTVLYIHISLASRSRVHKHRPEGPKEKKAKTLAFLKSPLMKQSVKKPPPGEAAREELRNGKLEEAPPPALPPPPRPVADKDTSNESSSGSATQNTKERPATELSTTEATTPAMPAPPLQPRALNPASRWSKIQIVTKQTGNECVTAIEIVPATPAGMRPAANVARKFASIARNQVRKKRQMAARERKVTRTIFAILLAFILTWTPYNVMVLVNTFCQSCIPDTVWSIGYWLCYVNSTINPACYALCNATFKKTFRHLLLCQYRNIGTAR
# CHO-K1 Ca ag: counter-screen for M1 agonists: effect in parental CHO-K1 cells; Fluo-8 calcium fluorescence; scaled to maximal ATP response, vehicle zero; activation, % at 3 µM; 0.48% of 360,000 active; AID 602248; in the data active = activation above about 15%;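 also: untransfected CHO-K1 host cells lacking M1 receptor as counterscreen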
# M5 antag: blocks acetylcholine activation of human M5 receptor; CHO-hM5 cells, Fluo-8 calcium fluorescence, ACh EC80; inhibition, % at 3 µM; 0.59% of 360,000 active; AID 624040;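 active = inhibition above a per-plate cutoff, the mean of that plate's test compounds plus 3 SD, cut at about 27% in these data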;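 also: 0% = acetylcholine EC80 with DMSO and 100% = DMSO without agonist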
# Target sequence (P08912 whole entry, looked up): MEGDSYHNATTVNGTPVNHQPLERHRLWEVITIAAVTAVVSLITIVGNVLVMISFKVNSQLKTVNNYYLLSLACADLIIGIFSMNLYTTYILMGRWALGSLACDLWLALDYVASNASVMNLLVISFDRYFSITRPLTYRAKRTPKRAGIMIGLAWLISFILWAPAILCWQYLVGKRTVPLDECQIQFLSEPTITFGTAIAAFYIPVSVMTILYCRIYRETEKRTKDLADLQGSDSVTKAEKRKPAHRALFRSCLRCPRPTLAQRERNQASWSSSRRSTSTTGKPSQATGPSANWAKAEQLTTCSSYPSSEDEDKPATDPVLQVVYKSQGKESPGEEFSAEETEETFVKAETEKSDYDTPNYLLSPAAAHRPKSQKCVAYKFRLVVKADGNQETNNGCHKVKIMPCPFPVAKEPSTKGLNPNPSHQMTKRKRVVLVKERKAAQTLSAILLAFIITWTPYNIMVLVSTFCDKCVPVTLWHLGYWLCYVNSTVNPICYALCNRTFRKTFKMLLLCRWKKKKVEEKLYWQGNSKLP
# M5 PAM: CHRM5 positive allosteric modulation. P08912. CHO-K1 hM5, Fluo-8 calcium, ACh EC20 PAM; 0% = ACh EC20, 100% = ACh EC100. activation, % at 3 µM. 0.3% of 360,000 active. AID 624038;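 active = activation above the run cutoff, the mean activation of all test compounds plus 3 SD, cut at about 18% in these data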
#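 Measured by: Fluo-8 calcium fluorescence; material: human M5 receptor in CHO-K1 cells; schedule: Post-acetylcholine fluorescence recording 140 s; benchmarks: low control EC20 acetylcholine (0%), high control EC100 acetylcholine (100%); read-out: Max/basal fluorescence ratio as % of EC20–EC100 ACh window; compound: single dose, 3 µM nominal final test concentration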
# CHO-K1 Ca PAM: M1 PAM counterscreen hit in parental CHO-K1 cells; ATP EC20, Fluo-8 calcium fluorescence; 0% at ATP EC20, 100% at ATP max; activation, % at 3 µM; 0.02% of 360,000 active;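 active = activation above the run cutoff, the mean activation of all test compounds plus 3 SD, cut at about 40% in these data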;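 also: peak over basal fluorescence ratio in a 140 s read after ATP addition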
# M5 ag: agonists of human muscarinic M5 receptor (CHRM5); P08912; CHO-K1 hM5 cells, Fluo-8 calcium fluorescence; 0% DMSO wells, 100% maximal acetylcholine response; activation, % at 3 µM; 0.19% of 360,000 active; AID 624037;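 active = activation above the run's mean over test compounds plus 3 SD, cut at about 23% in these data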;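 also: signal is peak over basal fluorescence ratio across the kinetic read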
# M4 PAM: potentiates acetylcholine response at human M4 receptor; CHO-K1 hM4/Gqi5, Fluo-8 calcium fluorescence, ACh EC20; 0% = ACh EC20, 100% = maximal ACh; activation, % at 3 µM; 0.4% of 360,000 active; AID 624126;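 active = activation above its plate's cutoff, the mean activation of sample wells plus 3 SD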; also: some results filed as inactive read as strong as hits
# M4 antag: CHRM4 antagonism in calcium assay. P08173. CHO-hM4 cells, ACh EC80, Fluo-8 calcium fluorescence. inhibition, % at 3 µM. 0.73% of 360,000 active;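 active = inhibition above its plate's cutoff, the mean inhibition of sample wells plus 3 SD, cut at about 27% in these data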;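 also: 0% = acetylcholine EC80 with DMSO and 100% = DMSO without agonist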
# CHO-K1 Ca antag: M1 antagonist counterscreen hit in parental CHO-K1 cells. 0.6% of 360,000 active. AID 602250. ATP-induced calcium, Fluo-8 fluorescence. inhibition, % at 3 µM;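 active = inhibition above a per-plate cutoff, the plate's mean sample inhibition plus 3 SD, cut at about 24% in these data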;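 also: 0% = DMSO plus EC80 ATP and 100% = DMSO alone without ATP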
# Active calls of the source: *.
SMILES	CHRM4 agonist	CHO-K1 Ca ag	M5 antag	M5 PAM	CHO-K1 Ca PAM	M5 ag	M4 PAM	M4 antag	CHO-K1 Ca antag
CC1CN(S(=O)(=O)c2cccc(C(=O)N=c3sccn3C)c2)CC(C)O1 (configuration not stated)	4	0.5	-2	-1	-27	6	3	-20	12
O=C(COc1ccc(Cl)cc1)NNC(=O)c1ccc(=O)[nH]c1	0	1.0	5	3	17	-4	3	-12	-11
C=CCNC(=S)N1CCN(CCN=CC2=C(O)CC(c3ccco3)CC2=O)CC1 (configuration not stated)	0	-0.2	2	4	17	-3	2	-3	-12
CCn1c(SCC(=O)O)nnc1-c1ccccc1	0	0.7	0	8	15	-10	6	-4	-14
CCC(C(=O)Nc1cc(OC)c(NC(=O)c2ccccc2)cc1OC)c1ccccc1 (configuration not stated)	1	0.3	10	-1	6	-4	4	-15	-3
CCN(CCCNC(=O)Cn1ncc2c([nH]c3ccc(C)cc32)c1=O)c1ccccc1	1	0.3	-2	-2	2	-6	2	0	-4
COc1ccc(N2CCN(C(=O)CCC(=O)N3Cc4ccccc4Oc4ncccc43)CC2)cc1	2	1.4	-2	2	1	-3	1	-18	-10
CCN(CC(=O)NCC1CCCO1)S(=O)(=O)c1ccc(Cl)cc1 (configuration not stated)	1	0.6	-13	11	11	-3	8	-4	-12
CN(Cc1ccccc1)C(=O)N1CCOCC1	1	0.6	4	-1	-11	1	8	6	-7
Cc1cc(F)ccc1S(=O)(=O)Nc1ccccc1C(=O)N1CCCC1	0	0.1	9	-10	2	-1	-1	1	-21
CC1CCCN(C(=O)C(C)Sc2nc(-c3ccccc3)cc(C(F)(F)F)n2)C1 (configuration not stated)	-3	0.7	-1	-4	9	-3	-2	-18	-8
Cc1scc(-c2n[nH]c(=S)n2C(C)c2ccccc2)c1C (configuration not stated)	-2	0.7	1	-4	29	-8	2	-7	-15
C=CCOc1cccc(C2c3c(oc4ccccc4c3=O)C(=O)N2c2ccccn2)c1 (configuration not stated)	1	0.3	0	-5	11	2	4	-19	-5
O=C(OCC(=O)N1CCc2ccccc21)c1c2c(nc3ccccc13)CCCCC2	5	3.5	20	-18	11	-4	-12	9	3
NCCN=C1NS(=O)(=O)c2ccccc21	1	0.4	-7	5	27	1	9	10	-15
CSc1oc(-c2ccco2)nc1S(=O)(=O)c1ccc(F)cc1	1	0.5	-5	2	2	-1	-2	-3	11
CCOC(=O)C(Cc1ccc(O)cc1)NC(=O)CNC(=O)C(CC(C)C)NC(=O)OC(C)(C)C (configuration not stated)	0	0.1	-4	3	18	-3	-1	3	-3
C[C@H]1COc2cc(N3CCC[C@@H]3CO)ccc2S(=O)(=O)N1	1	0.0	1	2	-4	0	5	6	-6
COc1ccccc1-c1noc(CCC(=O)NC2CCCC2)n1	1	1.1	3	-1	-2	-2	-5	-2	-10
O=S(=O)(c1ccc2ccccc2c1)N1CCN=C1SCc1cccnc1	7	4.9	-1	0	17	-7	-6	-14	-9
CS(=O)(=O)N(CC(=O)NCCSC1CCCCC1)c1ccc2c(c1)OCO2	3	0.7	6	-1	10	-1	3	-4	5
O=C(CSCc1ccc(Br)cc1)Nc1ccc(S(=O)(=O)N2CCCCCC2)cc1	13	3.7	11	-12	18	3	-11	5	-15
Cc1ccc(S(=O)(=O)Nc2ccc3c(c2)OCCO3)cc1C	7	4.3	4	-11	8	1	4	-13	-15
COc1ccc(C(=O)Nc2ccc(S(=O)(=O)Nc3onc(C)c3C)cc2)c(OC)c1	0	-0.1	3	4	14	0	-4	1	3
O=C1c2ccccc2C(=O)N1CC(O)COc1ccc(Cl)cc1 (configuration not stated)	1	2.6	7	-5	2	1	-6	-2	-15
Cc1ccnc(NS(=O)(=O)c2ccc(NC(=O)CCOc3ccccc3)cc2)n1	1	0.1	-8	3	0	-5	7	-16	-10
C=C(C)c1cccc(C(C)(C)NC(=O)N(Cc2ccccc2)Cc2ccco2)c1	1	2.3	13	-19	15	-5	-10	-4	0
COc1ccc(-c2ccccc2)cc1NCc1ccccc1C	0	0.3	1	6	26	-3	7	-7	-12
CN(C)c1ccc(-c2nnc(-c3ccc(S(=O)(=O)C(F)F)cc3)o2)cc1	1	0.3	0	-1	19	-1	5	0	-6
COc1ccc(NC(=O)O[C@@H](C)[C@@H]2CN3CCc4c([nH]c5ccc(-c6ccc(OC)cc6)cc45)[C@@H]3C[C@@H]2N(C)C(=O)Nc2ccc(OC)cc2)cc1	1	-0.3	-5	-8	-5	0	-6	6	-6

# In the list so far, 3 have a Cl atom.
SMILES	CHRM4 agonist	CHO-K1 Ca ag	M5 antag	M5 PAM	CHO-K1 Ca PAM	M5 ag	M4 PAM	M4 antag	CHO-K1 Ca antag
O=C(COc1ccc(Cl)cc1)NNC(=O)c1ccc(=O)[nH]c1	0	1.0	5	3	17	-4	3	-12	-11
CCN(CC(=O)NCC1CCCO1)S(=O)(=O)c1ccc(Cl)cc1 (configuration not stated)	1	0.6	-13	11	11	-3	8	-4	-12
O=C1c2ccccc2C(=O)N1CC(O)COc1ccc(Cl)cc1 (configuration not stated)	1	2.6	7	-5	2	1	-6	-2	-15

# Remaining list, next part.
SMILES	CHRM4 agonist	CHO-K1 Ca ag	M5 antag	M5 PAM	CHO-K1 Ca PAM	M5 ag	M4 PAM	M4 antag	CHO-K1 Ca antag
O=C(c1ccccc1)N1CCN=C1c1ccccc1	2	0.2	1	-6	23	1	0	0	-10
CCOC(=O)C1=C(C)NC(C)=C(C(=O)OCC)C1c1ccc(Br)o1	-2	1.4	4	-9	7	-7	-7	6	0
Cc1nc2sc(C(c3ccco3)N3CCOCC3)c(O)n2n1 (configuration not stated)	2	0.7	-9	20*	18	-1	31*	-1	-7
C[C@H]1CN(c2ccccc2)C(=O)[C@@H]1CC(=O)Nc1ccccc1	9	4.3	4	0	20	3	2	-11	-16
CC(C)CCNC(=O)C12CN(Cc3ccccc3)CC1C(c1cccc([N+](=O)[O-])c1)=NO2 (configuration not stated)	7	-0.2	13	-3	10	-6	-7	-6	-8
COc1ccc(C(c2nnnn2C2CCCC2)N2CCN(C/C=C/c3ccccc3)CC2)cc1 (configuration not stated)	3	2.0	42*	-23	17	-8	-11	1	-17
O=C(Nc1cccnc1Cl)c1cc(-c2ccco2)on1	1	-0.4	-2	-1	-8	-3	0	2	16
CC(C)(C)c1ccc(NC(=S)NCCc2ccccn2)cc1	11	3.5	11	-4	5	1	5	-5	-1
COc1ccc(C(=O)NC2CC2)cc1OC1CCN(Cc2ccccc2O)CC1	0	0.0	2	6	-8	-6	3	7	3
CC(C)(C)NC(=O)c1cnn2c1NC(c1ccc(F)cc1)CC2C(F)(F)F (configuration not stated)	1	-0.3	-8	-3	-2	-3	4	-11	12
O=C(CSc1ccc(Cl)cc1)Nc1ccc(NC(=O)c2ccco2)cc1	2	1.1	-3	-1	18	1	12	-2	-31
CCN(CC(=O)Nc1c(F)cccc1F)C(=O)c1cc(-c2cccs2)nn1-c1ccccc1	20	6.9	19	-27	-12	1	-5	16	7
CCCCCCNCc1c(F)cccc1Cl	1	-0.2	6	-3	6	-5	0	2	0
CCN(CC)c1ccc(NC(=O)c2cnccn2)cc1S(=O)(=O)Nc1ccc(OC)cc1	4	1.5	-1	-3	-5	-4	-4	1	2
O=C(Nc1ccc(-c2nc3ccccc3s2)cc1)c1cc(-n2cnnc2)ccc1Cl	16	6.1	16	-15	0	2	-5	19	-10
NC1(CO)COC(c2ccccc2)OC1 (configuration not stated)	0	0.7	-3	-2	11	-1	6	-6	-13
Cc1ccnc(NC(=O)CCc2c(C)nc3ncnn3c2C)c1	1	0.1	-1	-4	9	1	1	-6	-1
N=c1n(CCN2CCOCC2)c2ccccc2n1CC(=O)c1cccc([N+](=O)[O-])c1	5	1.1	4	-2	2	3	2	0	0
COc1ccccc1C(=O)C1CCCN(C(=O)Nc2ccccc2F)C1 (configuration not stated)	2	4.0	12	-1	22	-3	-2	-6	-21
Fc1ccc(Nc2nc(N3CCOCC3)nc(N3CCOCC3)n2)cc1	1	2.2	-6	8	-8	-1	-2	4	-8
COc1ccccc1C1C2=C(N=C3SCC(=O)N31)c1ccccc1CC2 (configuration not stated)	0	0.9	-6	6	26	-3	2	4	-9
Cc1nn(-c2ccccc2)c(N2CCCC2)c1/C=N/Nc1ccc(S(=O)(=O)Nc2ccccc2)cc1[N+](=O)[O-]	0	-0.1	-3	-2	-1	0	-3	9	3
CC(C)C(C)NC(=O)COc1ccc(S(=O)(=O)N2CCOCC2)cc1[N+](=O)[O-] (configuration not stated)	1	-0.2	9	-7	-12	-3	-4	-4	19
COCCn1c(SCC#N)nnc1-c1ccc2c(c1)OCO2	0	0.1	5	-2	19	-1	13	7	-10
CSc1ncccc1C(=O)OCC(=O)c1ccc(Cl)s1	1	-0.6	-5	0	-16	-2	6	-16	20
CC(C)CCN(C(=S)Nc1cccc(F)c1)C1CCN(C(C)C)CC1	2	1.1	3	-1	-4	-2	4	-1	-11
CCOC(=O)C1CCCN(C(=O)c2[nH]c3ccc(OC)cc3c2C)C1 (configuration not stated)	4	4.0	4	-1	-8	1	-1	-6	-6
Cc1ccc(S(=O)(=O)N2CCCC2C(=O)NCc2ccncc2)cc1 (configuration not stated)	1	0.7	-2	-2	22	-4	6	-11	-10
CC(Sc1ccsc1[N+](=O)[O-])C(=O)NCc1ccco1 (configuration not stated)	1	-0.6	1	12	-8	1	23*	5	4
NC(=NCc1ccccc1)NN=Cc1ccnc2ccccc12	9	8.0	2	-7	14	2	-2	-9	-6
CC1CCCCN1c1ccc(N)cc1C(N)=O (configuration not stated)	0	0.5	6	-3	26	-3	-8	12	-3
COc1cccc(CN2CCC(C)(Oc3cccc(Cl)c3)C2)c1OC (configuration not stated)	4	3.9	0	-4	26	0	-5	-13	-8
CCc1nnc(NC(=O)CSc2nnc(COc3ccccc3C)o2)s1	0	-0.3	4	0	10	1	2	7	-10
CCc1nc2ccc(C(=O)NCCCN3CCCC3=O)cn2c1N(C)C(=O)C1CCCCC1	0	0.3	-2	-1	-6	-1	0	-20	-2
COc1cccc(CN2CCN(C(=O)c3cccc(OC)c3)CC2)c1	2	0.9	6	3	8	0	8	-8	-5
Cc1c(C(=O)Nc2ccccc2F)cnn1-c1ccccc1	12	6.8	15	-5	19	1	5	-14	-11
Cc1ccc(C(=O)Cn2nnc3ccccc32)cc1C	2	0.2	-6	6	-2	-1	12	-1	-20
COc1ccc(NC(=O)CCN2C(=O)c3ccc([N+](=O)[O-])cc3C2=O)c(OC)c1	0	0.1	-5	3	12	0	1	-10	-10
CC(C)NC(=O)CSc1c2c(nc3ccccc13)CCCC2	1	-0.2	-6	-3	-6	2	-3	2	-11
COCCn1c(SCC(=O)NC2CCCC2)nnc1-c1ccncc1	1	0.5	4	6	24	-2	0	-7	-3
COc1ccc(S(=O)(=O)Nc2ccccc2C(=O)N2CCCC2)cc1OC	2	0.2	-4	7	1	2	15	8	10
CCOC(=O)c1c(NC(=O)CSc2nnnn2-c2ccccc2OCC)sc2c1CC(C)(C)NC2(C)C	3	3.6	2	7	0	-1	-3	-1	-3
